G9a inh = qHTS Assay for Inhibitors of Histone Lysine Methyltransferase G9a; Histone-lysine N-methyltransferase EHMT2 (Homo sapiens), Q96KQ7; G9a H3K9 monomethylation, AlphaScreen, 2 h; Potency, µM (top dose mostly 102 µM), inactives show top-dose activity, negative = inhibition, actives largely listed as inhibitors; 8.8% of 350,000 active; AID 504332, 2011; further: potency means the concentration at half of the fitted maximal effect; on the % scale 0 is the no-effect control and ±100 the full control effect; nearly all actives have a fitted effect of over 75% in size
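Readings reflect AlphaScreen signal from monomethyl-H3K9 antibody detection. HMT at 20 nM; substrate b-H3K9 500 nM; cofactor SAM 20 uM; 2 h RT reaction; compounds tested as titrations in qHTS with 15 min preincubation.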
ALOX12 inh = Primary qHTS assay for inhibitors of human arachidonate 12S-lipoxygenase (ALOX12): Round 2. purified 12hLO, xylenol orange hydroperoxide absorbance. Polyunsaturated fatty acid lipoxygenase ALOX12 (Homo sapiens), P18054. Potency, µM (doses to about 108 µM), inactives show at the highest dose activity change, negative = inhibition, actives largely listed as inhibitors. 1.1% of 580,000 active; further: potency means the concentration at half of the fitted maximal effect; on the % scale 0 is the no-effect control and ±100 the full control effect
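Hydroperoxide product was detected by ferrous iron/xylenol orange as the 573 to 405 nm absorbance ratio. Arachidonic acid at 40 uM (final) was turned over for 30 min at room temperature by 150 nM human 12hLO, pH 7.0 Hepes buffer, after 15 min compound preincubation.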
BAZ2B inh = qHTS Assay for Inhibitors of BAZ2B; Bromodomain adjacent to zinc finger domain protein 2B (Homo sapiens), Q9UIF8; AlphaScreen BAZ2B-H3K14Ac peptide displacement; Potency, µM (highest dose often 114 µM), for inactives: at the top dose activity change, negative = inhibition, hits mostly inhibitors; 4.4% of 360,000 active; AID 504333, 2011; further: potency means the concentration at half of the fitted maximal effect; on the % scale 0 is the no-effect control and ±100 the full control effect; nearly all actives have a fitted effect of over 60% in size
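Compounds, titrated to a top concentration of 110 uM, were incubated 30 min at room temperature with preformed BAZ2B/acetyl-K14 H3 peptide complex (50 nM each). Proximity signal was measured by AlphaScreen after 20 min with beads.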
PI4K2A block = qHTS for small molecular inhibitors of PI4K2A. purified PI4K2A, ADP-Glo luminescence, 1 h; active compounds read low. Phosphatidylinositol 4-kinase type 2-alpha (Homo sapiens), Q9BTU6. 0.13% of 420,000 active. AID 1346378, 2018. activity change, negative = inhibition, % at 76.9 µM; in the data active means activity change below about -50%; inconclusive means mostly about -30% to -49%;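 further: -100% = wells without enzyme as full effect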
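ADP-Glo luminescence measured ADP generated by PI4K2A enzyme (4 ug/mL before mixing) with 1.2 mM PI substrate (pre-mix) and 300 microM ATP (pre-mix). Tris pH7.5 buffer with MgCl2, Triton X-100; 1 h reaction at ambient temperature.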
JMJD2A Tudor inh = qHTS Assay for Inhibitors of JMJD2A-Tudor Domain. Lysine-specific demethylase 4A (Homo sapiens), O75164. AlphaScreen JMJD2A-Tudor / H3K4me3 peptide binding. Potency, µM (highest dose often 114 µM), without a hit: top-dose activity change, negative = inhibition, hits mostly inhibitors. 4.4% of 390,000 active. AID 504339, 2011; further: potency means the concentration at half of the fitted maximal effect; on the % scale 0 is the no-effect control and ±100 the full control effect; nearly all actives have a fitted effect of over 50% in size
GLS inhibitor = qHTS for Inhibitors of Glutaminase (GLS); GLS enzymatic activity, qHTS titration; Potency, µM (highest dose often 45.5 µM), for inactives: top-dose activity change, negative = inhibition, usual class: inhibitors; 0.21% of 410,000 active; AID 624170, 2012; further: potency means the concentration at half of the fitted maximal effect; on the % scale 0 is the no-effect control and ±100 the full control effect
Target sequence (O94925 whole entry, looked up): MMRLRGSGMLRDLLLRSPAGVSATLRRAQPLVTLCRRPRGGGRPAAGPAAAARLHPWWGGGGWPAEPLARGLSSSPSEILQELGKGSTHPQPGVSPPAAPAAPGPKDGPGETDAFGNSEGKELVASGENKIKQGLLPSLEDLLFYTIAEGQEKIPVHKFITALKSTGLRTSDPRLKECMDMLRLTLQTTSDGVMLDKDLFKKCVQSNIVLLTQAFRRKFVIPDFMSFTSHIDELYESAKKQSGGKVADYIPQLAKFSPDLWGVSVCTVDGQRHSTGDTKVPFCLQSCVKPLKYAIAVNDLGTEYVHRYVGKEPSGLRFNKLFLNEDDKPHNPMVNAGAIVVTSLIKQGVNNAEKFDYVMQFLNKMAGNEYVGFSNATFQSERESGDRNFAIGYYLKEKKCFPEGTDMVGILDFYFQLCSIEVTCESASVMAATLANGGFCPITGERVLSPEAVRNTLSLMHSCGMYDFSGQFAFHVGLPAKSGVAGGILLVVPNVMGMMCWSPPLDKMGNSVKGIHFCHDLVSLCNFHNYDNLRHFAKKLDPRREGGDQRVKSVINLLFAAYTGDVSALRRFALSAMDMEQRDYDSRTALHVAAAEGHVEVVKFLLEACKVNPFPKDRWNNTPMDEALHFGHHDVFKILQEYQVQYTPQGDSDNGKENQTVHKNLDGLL
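hKGA in 45 mM KH2PO4 (pH 8.2), 0.02% Tween-20 with compound, then 1mM L-Glutamine (stock as added) plus glutamate oxidase/HRP/Amplex red coupling mix. Fluorescence read initially and after 30 min at RT; signal change reflects glutamate formation.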
HP1b chromo inh = HTS for Inhibitors of HP1-beta Chromodomain Interactions with Methylated Histone Tails | Chromobox protein homolog 1 (Homo sapiens), P83916 | AlphaScreen HP1-beta / biotin-H3K9me3 peptide binding | Potency, µM (doses to about 114 µM), for the others: top-dose activity change, negative = inhibition, usual class: inhibitors | 0.56% of 390,000 active; further: potency means the concentration at half of the fitted maximal effect; nearly all actives have a fitted effect of over 70% in size; inactives centre near 23
Target sequence (P83916 whole entry, looked up): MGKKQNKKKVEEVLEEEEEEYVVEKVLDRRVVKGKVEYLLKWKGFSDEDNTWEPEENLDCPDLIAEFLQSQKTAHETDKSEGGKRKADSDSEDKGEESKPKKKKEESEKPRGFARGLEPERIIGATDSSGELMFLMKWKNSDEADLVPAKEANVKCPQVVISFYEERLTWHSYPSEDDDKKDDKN
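Compound inhibition of the preformed complex between 50 nM HP1-beta and 50 nM biotinylated H3K9me3 peptide was read by AlphaScreen. Buffer was PBS pH 7.4 with 0.01% Tween-20. Incubations ran 30 min at room temperature, with 10 ug/mL donor/acceptor beads.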
RGS4 inh = Inhibitors of Regulator of G Protein Signaling (RGS) 4: qHTS. Regulator of G-protein signaling 4 (Homo sapiens), P49798. Transcreener GDP fluorescence polarization, RGS4-accelerated GTP hydrolysis. Potency, µM (series often up to 114 µM), for the others: top-dose activity change, negative = inhibition, most hits filed as inhibitors. 0.039% of 390,000 active; further: potency means the concentration at half of the fitted maximal effect; on the % scale 0 is the no-effect control and ±100 the full control effect; nearly all actives have a fitted effect of over 75% in size; some results filed as inactive show a strong effect at the top dose
Target sequence (P49798 whole entry, looked up): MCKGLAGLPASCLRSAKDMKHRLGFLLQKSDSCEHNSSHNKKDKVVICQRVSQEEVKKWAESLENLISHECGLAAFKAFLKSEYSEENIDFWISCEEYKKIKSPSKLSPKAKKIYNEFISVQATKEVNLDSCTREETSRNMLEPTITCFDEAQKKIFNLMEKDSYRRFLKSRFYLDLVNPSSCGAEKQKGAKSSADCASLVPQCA
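MLSMR compounds (23 nl, pin-transferred) preincubated 10 min at room temperature with a 500nM (2x) first reagent, then RGS4 at 900nM (2x) plus Transcreener GDP mix added; fluorescence polarization (620/688 nm) read before and after 90 min at 30 °C.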
ERG Ets-DNA blk = qHTS for Small Molecule Inhibitors of the ERG Ets/DNA interaction; Transcriptional regulator ERG (Homo sapiens), P11308; fluorescence polarization, His-ERG Ets domain / labelled DNA; Potency, µM (series often up to 76.9 µM), inactives show at the top dose FP activity, negative = inhibition, usual class: inhibitors; 0.028% of 370,000 active; AID 624246, 2012; active means well fitted inhibition curve with a large enough effect in the polarisation, with a control signal flat; inconclusive means small, poorly fitted or top-dose-only effect, or effect the other way, or a change in a side signal; inactive means no such curve, though single readings can be large or run the other way; the % refers to the polarisation;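 further: polarization taken with two DNA probes labelled with fluorescein and Texas red; potency means the concentration at half of the fitted maximal effect; % of control where 0% means no effect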
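His-tagged ERG Ets domain (1 uM in the protein solution; 300mM KCl, 50mM Tris-HCl, 1mM EDTA, 1mM DTT, pH 7.5) received compound, then a probe mix of 5 nM fluorescein-DNA and 100nM Texas-615-DNA. Fluorescence polarization was read for both dyes.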
* = called active by the depositor; ? = inconclusive; . = no result given; & = joins results of further samples; [ ] = another dose, or the depositor's remark. Unless noted, the call rests on the fitted dose curve; in most records, active means well fitted curve in the direction sought with a large enough effect; inconclusive means small, poorly fitted or top-dose-only effect, or another doubt; inactive means no such curve, though single readings can be large; an effect the other way counts as inactive or inconclusive. Some of the compounds tested, so the mix of outcomes need not match the whole.

[1] COc1cc(OC)c(S(=O)(=O)NC(C)C)cc1S(=O)(=O)NC(C)C
[2] Cc1c(C(=O)Nc2ccc(F)c(F)c2)oc2ccc(S(=O)(=O)N3CCC4(CC3)OCCO4)cc12
[3] Cc1ccc(C2c3sc(=O)[nH]c3SC3C(=O)NC(=O)C32)cc1 (stereo unspecified)
[4] FC(F)(F)c1cc(-c2ccco2)nc(NCc2ccco2)n1
[5] Cn1ncc(Br)c1C(=O)N1CCOCC1
[6] O=C(C1CCCO1)N1CCN(Cc2nc3ccccc3c(=O)[nH]2)CC1 (stereo unspecified)
[7] CC1(C2CC2)NC(=O)N(CC(=O)Nc2ccc(SC(F)F)cc2)C1=O (stereo unspecified)
[8] CN(Cc1ccccc1)C(=O)c1oc(=O)c2ccccc2c1-c1ccccc1
Compound	1	2	3	4	5	6	7	8
RGS4 inh	12%	13%	4%	-43%	-9%	12%	9%	-15%
PI4K2A block	-2	-2	-10	-2	0	1	7	-2
GLS inhibitor	0%	8%	6%	-12%	23%	-5%	-10%	-2%
G9a inh	-10%	-5%[59 µM]	0%[59 µM]	?	3%[59 µM]	-5%[12.7 µM]	.	-3%
BAZ2B inh	12%	8%	-4%	7%	-1%	-5%	.	-2%
JMJD2A Tudor inh	-11%	-34%	?	-24%	-5%	-17%	-12%	-14%
ALOX12 inh	-12%	-27%	?	?	-6%	-2%	-5%	2%
HP1b chromo inh	29%	6%	10%	29%	20%	28%	20%	41%[activator]
ERG Ets-DNA blk	4%	-1%	3%	5%	7%	.	-11%	-4%

[9] COc1ccc(C(=O)NCN2CCN(c3ccccc3)CC2)cc1OC
[10] CCOc1cc(CNc2ccc3c(c2)OCCO3)cc(Br)c1OC
[11] O=C(Nc1ccccc1C(=O)O)c1ccc(Br)o1
[12] Cn1c(=O)c2[nH]c(COc3ccccc3)nc2n(C)c1=O
[13] Nc1cc(N2CCCCCC2)c2nonc2c1[N+](=O)[O-]
[14] CCN(C(=O)CSc1n[nH]c(-c2ccc(OC)cc2)n1)c1c(N)n(Cc2ccccc2)c(=O)[nH]c1=O
[15] COc1ccc(CC(=O)N2CCN(c3cccc(Cl)c3)CC2)cc1OC
[16] COC(=O)C(C(=O)OC)N1C(=O)CCC1=O
Compound	9	10	11	12	13	14	15	16
RGS4 inh	-10%	-17%	-20%	13%	-18%	-33%	-6%	-8%
PI4K2A block	0	1	-4	9	1	1	-2	2
GLS inhibitor	16%	-3%	-5%	-23%	-1%	10%	-1%	1%
G9a inh	0%[12.7 µM]	4µM*	?	.	4%	.	-10%	-4%[59 µM]
BAZ2B inh	10%	22µM*	-2%	.	-24%	.	4%	2%
JMJD2A Tudor inh	-11%	40µM*	-14%	-17%	-18%	-5%	-14%	-19%
ALOX12 inh	351%[activator]	-3%	-12%[57.4 µM]	19%	1%	?	?	17%
HP1b chromo inh	27%	-69%	21%	-9%	43%[activator]	20%	39%	9%
ERG Ets-DNA blk	.	-6%	.	4%	2%	3%	7%	0%

[17] CC(Oc1cc2oc(=O)c3c(c2cc1Cl)CCC3)C(=O)NCc1cccnc1 (stereo unspecified)
[18] O=C(NN=Cc1c(O)ccc2ccccc12)c1ccc2c(c1)OCO2
[19] COC(=O)c1ccccc1C(=O)N(c1ccccc1)c1ccccc1
[20] Cn1cccc1/C=N\NC(=O)Cc1ccc(Br)c2ccccc12
[21] COc1ccc(C2CC(c3ccccc3)n3nnnc3N2)cc1 (stereo unspecified)
[22] CSCC[C@H](NC(=O)[C@H]1CC[C@H](CNC(=O)[C@@H](N)Cc2ccccc2)CC1)C(=O)O
[23] COCCCn1c(=O)c2sccc2n2c(CCCC(=O)N(C)Cc3ccco3)nnc12
[24] CCCCCN1C(C(=O)c2ccccc2)=C(NC(=O)c2ccc(C)cc2)c2ccccc2S1(=O)=O
Compound	17	18	19	20	21	22	23	24
RGS4 inh	6%	17%	9%	16%	38%	14%	7%	-6%
PI4K2A block	7	6	1	-1	-3	12	-2	1
GLS inhibitor	-1%	1%	-5%	-1%	6%	1%	0%	-2%
G9a inh	14%	.	.	27%[59 µM]	2%	-3%	7%	-42%[59 µM]
BAZ2B inh	-13%	.	.	-14%	-30%	-16%	1%	-19%
JMJD2A Tudor inh	-18%	-16%	-9%	-9%	-22%	-19%	-24%	-23%
ALOX12 inh	-1%	113%[activator]	0%	-8%	-24%	-87%	0%	-23%
HP1b chromo inh	25%	36%[activator]	8%	16%	50%[activator]	25%	-16%	9%
ERG Ets-DNA blk	0%	1%	-3%	6%	-11%	2%	-8%	-1%

[25] CSc1nc2ccc(NC(=O)c3cccs3)cc2s1
[26] COc1ccc(Cc2nnc(NN)[nH]c2=O)cc1OC
[27] O=C(N/N=C/c1ccc2c(c1)OCO2)c1ccc2c(c1)OCO2
[28] CCOC(=O)N1CCN(S(=O)(=O)c2ccc3c(c2)CC(C)N3C(C)=O)CC1 (stereo unspecified)
[29] Cc1ccc(-c2nn(-c3ccc(F)cc3F)c3c2cnc2ccc(F)cc23)cc1
[30] CN(NC(=O)C(C)(C)C)c1nc(-c2ccccc2)nnc1C(F)(F)F
[31] COc1cc2c(cc1OC)-c1cc(Nc3ccccc3)nc(=O)n1CC2
[32] COC(C[C@H](O)C[C@H](O)[C@@H](C)OCc1ccccc1)OC
Compound	25	26	27	28	29	30	31	32
RGS4 inh	-13%	-2%	-5%	16%	11%	22%	-8%	-2%
PI4K2A block	-5	-2	0	-5	-4	1	-1	1
GLS inhibitor	-1%	22µM*	-1%	-1%	1%	1%	-10%	4%
G9a inh	.	4%	116%[activator]	43%	0%[12.7 µM]	0%[59 µM]	-36%	.
BAZ2B inh	.	4µM*	5%	-26%	-2%	13%	-15%	.
JMJD2A Tudor inh	-11%	2.5µM*	-5%	-10%	2%	-1%	7%	0%
ALOX12 inh	2%	32%	?	4%	-27%	-8%	?	-25%
HP1b chromo inh	22%	37%	45%[activator]	7%[57 µM]	27%	35%	22%	25%
ERG Ets-DNA blk	1%	-6%	0%	13%	2%	-7%	-3%	13%

Numbers 29–31, reprinted for reference:
[29] Cc1ccc(-c2nn(-c3ccc(F)cc3F)c3c2cnc2ccc(F)cc23)cc1
[30] CN(NC(=O)C(C)(C)C)c1nc(-c2ccccc2)nnc1C(F)(F)F
[31] COc1cc2c(cc1OC)-c1cc(Nc3ccccc3)nc(=O)n1CC2
Compound	29	30	31
RGS4 inh	11%	22%	-8%
PI4K2A block	-4	1	-1
GLS inhibitor	1%	1%	-10%
G9a inh	0%[12.7 µM]	0%[59 µM]	-36%
BAZ2B inh	-2%	13%	-15%
JMJD2A Tudor inh	2%	-1%	7%
ALOX12 inh	-27%	-8%	?
HP1b chromo inh	27%	35%	22%
ERG Ets-DNA blk	2%	-7%	-3%

More entries follow.
[33] FC(F)(F)c1cc(-c2cccs2)nc2ncnn12
[34] CC(C)C(C)(C#N)NC(=O)CSc1nc(C2CCCCC2)n(-c2ccccc2)n1 (stereo unspecified)
[35] COc1ccccc1N1CCN(c2ncnc3sc(C)c(-c4ccccc4)c23)CC1
[36] O=c1c2c(nc3nc(NCc4ccc(Cl)cc4)[nH]n13)CCC2
[37] CCNC(=S)SCCOc1ccccc1C
[38] CCC(=O)NC(c1ccco1)c1cc(Cl)c2cccnc2c1OC (stereo unspecified)
[39] Cc1cccc(C)c1NC(=O)CN(C)C(=O)c1ccc2nc[nH]c2c1
[40] CCC(C)NC(=S)NNC(=O)c1ccc(C(C)(C)C)cc1 (stereo unspecified)
[41] CCOCCN1CCN(C2c3ccccc3CSc3ccccc32)CC1 (stereo unspecified)
[42] CC1(C)CC(=O)C(C=NCc2ccc3c(c2)OCO3)=C(O)C1
Compound	33	34	35	36	37	38	39	40	41	42
RGS4 inh	-6%	-38%	-11%	16%	-6%	-15%	1%	-34%	-19%	17%
PI4K2A block	2	-1	3	-3	-4	2	1	-10	4	0
GLS inhibitor	2%	1%	-3%	0%	13%	2%	-7%	-2%	14%	2%
G9a inh	10%	12%[59 µM]	?	-6%	102%[activator][59 µM]	-23%[12.7 µM]	?	-8%[59 µM]	.	11%[59 µM]
BAZ2B inh	2%	3%	-30%	-4%	136%[activator]	-2%&-3%	?	-6%	.	10%
JMJD2A Tudor inh	-17%	-3%	-26%	-5%	44%[activator]	-13%	-21%	-15%	13µM*	4%
ALOX12 inh	5%	9%	.	-20%&-20%	?	-14%	-12%	386%[activator]	?	29%
HP1b chromo inh	13%	27%	-3%	24%	161%[activator]	27%	10%	26%	?	32%
ERG Ets-DNA blk	3%	.	20%	9%	8%	.	-6%	-1%	8%	0%
